TbREL1 inh: TbREL1 inhibition, primary screen; TbREL1 RNA ligation, FRET fluorescence; P86926; AID 1117264; actives 0.49% (n = 89,000); inhibition, % at 9.66 µM;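 active means inhibition above the mean inhibition across all screened compounds plus 3 SD, cut at about 11% in these data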;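 further: 0% = plate median of test wells and 100% = NSC42067 control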
Target sequence (P86926 whole entry, looked up): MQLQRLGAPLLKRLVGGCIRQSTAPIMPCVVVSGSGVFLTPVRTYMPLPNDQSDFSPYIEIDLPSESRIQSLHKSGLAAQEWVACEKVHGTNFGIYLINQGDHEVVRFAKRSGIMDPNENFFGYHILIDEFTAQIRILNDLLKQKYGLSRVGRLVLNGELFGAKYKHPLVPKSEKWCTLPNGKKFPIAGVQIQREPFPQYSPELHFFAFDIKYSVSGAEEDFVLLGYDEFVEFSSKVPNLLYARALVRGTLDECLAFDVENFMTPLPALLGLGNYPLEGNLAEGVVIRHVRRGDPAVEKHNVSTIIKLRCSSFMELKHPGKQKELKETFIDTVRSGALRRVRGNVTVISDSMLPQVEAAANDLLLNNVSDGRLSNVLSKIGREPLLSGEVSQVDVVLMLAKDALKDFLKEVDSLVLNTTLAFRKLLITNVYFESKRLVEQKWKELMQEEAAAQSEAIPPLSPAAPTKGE
* marks the source's active call; other numbers are inactive results; & = joins results of further samples. An excerpt (hit frequency here may not be typical).

No.	molecule	TbREL1 inh
1	CC(O)Cn1c(=O)c2c(nc(Br)n2Cc2ccccc2)n(C)c1=O (stereo not given)	-2
2	NC(=S)N=Nc1c(O)n(C2OC(=O)c3ccccc32)c2ccccc12 (stereo not given)	5
3	CCOC(=O)c1c(C)n(C)c2ccc(O)c(CN(CC)CC)c12	-1
4	C#CCNC(=O)C[C@@H]1C(=O)N2CCCC3=C2[C@@]1(C(=O)OCC)CCC3	5
5	CC(/C=N/NC(=O)Cn1nnc(N)n1)=C\c1ccc(C(C)C)cc1	-1
6	CNC(=O)c1c(NC(=O)CS(=O)(=O)c2ccccc2)sc(C)c1C	0
7	CCOC(=O)C(NC(=O)c1ccccc1)=C1CCCCC1	8
8	Cc1cccc(NC(=S)NC2CCSc3ccccc32)c1 (stereo not given)	-8
9	C[C@@H]1CN([C@H](C)CO)S(=O)(=O)c2ccc(C#Cc3ccccc3F)cc2O[C@@H]1CN(C)C(=O)Cc1ccccc1	2
10	Cc1sc(NC(=O)Cc2ccc3c(c2)OCO3)nc1-c1ccc2c(c1)CCN2C(=O)c1ccccc1F	-2
11	O=C(c1ccc(Cl)s1)N1CCN(c2nc3ccccc3s2)CC1	-1
12	O=C(Nc1ccccc1N1CCCC1)c1cccc(S(=O)(=O)N2CCOCC2)c1	-9
13	C/C(Cn1nc([N+](=O)[O-])cc1C)=N\NC(=O)c1ccc(O)cc1O	-1
14	Cc1cc(N2CCCC2)nc(-c2ccccc2O)n1	2
15	O=C(Cc1ccccc1)N1CCC(c2ccccc2)C1 (stereo not given)	2

Next section
No.	molecule	TbREL1 inh
16	S=C(NNC(=S)NC1CC2C=CC1C2)NC1CC2C=CC1C2 (stereo not given)	-8
17	Cn1c(=O)[nH]c(=O)c2c1nc(CN1CCN(c3cccc(Cl)c3)CC1)n2Cc1ccccc1Cl	3
18	CN(C)CCCNCCCNC(=O)c1ccco1	0&6
19	O=C(C1=C[C@H](C2CCCCC2)C[C@H](OCCCCO)O1)N1CCOCC1	0
20	CCOC(=O)C1CCN(Cc2ccc(F)c(Br)c2)CC1	1
21	COc1ccc(C(=O)N(Cc2cccs2)C2CCS(=O)(=O)C2)cc1 (stereo not given)	-1
22	Cc1cc(C)n2nc(S(=O)(=O)N(C)c3ccccc3)nc2n1	2
23	COC(=O)c1c[nH]n2c(=O)c(C(C)C)c(C)nc12	0
24	Cc1ccc2[nH]c(=O)c(CN(CCCN(C)C)C(=O)Nc3ccc(F)cc3)cc2c1	8
25	O=C(Nc1nnc(SCc2cccc(F)c2)s1)c1ccco1	14*
26	Cc1cccc(/C=C/c2onc(C)c2S(=O)(=O)N2CCC(C(=O)N3CCCCCC3)CC2)c1	-1
27	O=C(COC(=O)Cc1ccc(Cl)cc1Cl)NCc1ccccc1	-1
28	CC(C)Cn1c(=S)[nH]c2ccccc2c1=O	-7
29	O=C(CN1C(=O)c2ccccc2C1=O)N1CCN(c2ccccn2)CC1	4
30	COC(=O)C1CCN(C(=O)COC(=O)c2n[nH]c3ccccc23)CC1	4

New compounds follow:
No.	molecule	TbREL1 inh
31	CO[C@H]1CC[C@@]2(C)[C@@H](CC[C@@H]3[C@@H]2CC[C@@]2(C)[C@H]3C[C@H](C(=O)O)O[C@]23CCCO3)C1	-3
32	COc1cccc(N2CCN(C(=O)C3CCN(S(=O)(=O)c4cccs4)CC3)CC2)c1	2
33	CC1=C(C(=O)Nc2cccc(C(=O)NC(C)c3ccccc3)c2)SCCO1 (stereo not given)	-4
34	O=C(CN1CCCCC1)NC(=O)Nc1ccccc1F	5
35	CCN(CC(=O)Nc1c(F)cccc1F)C(=O)C1CCN(S(=O)(=O)c2ccc(C)c(C)c2)CC1	-1
36	CCN(CC)CCN(Cc1cc2cc(C)ccc2[nH]c1=O)C(=O)Nc1ccccc1OC	1
37	COCCNCC(=O)Nc1ccc(C)c(S(=O)(=O)N2CCCCC2)c1	4
38	N#Cc1c(N)[nH]c(C(=O)c2ccccc2)c1-c1ccc(Cl)cc1	-2
39	O=C(O)c1cc2ccccc2n1-c1ccccc1	0
40	COc1cc(-n2c(=O)c3ccccc3n(CC(=O)OCc3ccccc3)c2=O)cc(OC)c1OC	3
41	COc1ccc(N(C(=O)c2snc(C(N)=O)c2N)C(C(=O)NC2CCCC2)c2ccco2)c(OC)c1 (stereo not given)	-2
42	CC(C)(C)c1ccc(NC(=O)CSc2n[nH]c(=O)n2C2CC2)cc1	3
43	CCCCOc1ccc(C(=O)n2ccc3ccc(-c4ccc5ccn(Cc6ccccc6)c5c4)cc32)cc1	0
44	COc1ccc(/C=N/S(=O)(=O)c2cccs2)cc1	5
45	CC1CCN(C(=O)c2ccc3c(c2)OCCO3)CC1	-2

(more compounds)
No.	molecule	TbREL1 inh
46	COc1cccc(CNC(=O)CCNC(=O)Cn2ccc3ccccc3c2=O)c1	-1
47	O=C(C1=COCCO1)N(Cc1nnc(-c2ccc(Cl)cc2)o1)C1CC1	4
48	O=S(=O)(NC(=NCc1ccccc1)c1ccccc1)c1ccccc1	1
49	Cc1cc2ncn(S(=O)(=O)N(C)C)c2cc1C	4
50	CC(C)CNC(=O)[C@H](Cc1ccccc1)NC(=O)c1ccco1	5
51	Cc1c(Cl)cccc1NC(=O)CNCc1ccccc1F	-1
52	COc1ccccc1N(CCC#N)C(=S)Nc1ccc(S(=O)(=O)N2CCOCC2)cc1	-5
53	COc1ccc([N+](=O)[O-])cc1NC(=O)C1CCCCC1C(=O)O (stereo not given)	4
54	CC(C)NC(=O)Cn1c(-c2cncs2)nc2ccccc21	0
55	Cn1c(CN2CCOCC2)nc2cc(NC(=O)c3ccc(F)cc3)ccc21	-5
56	CCS(=O)(=O)N1CCC(C(=O)Oc2ccc(C)c(C)c2)CC1	0
57	CN(CC(=O)Nc1ccc(F)c(F)c1F)C(=O)C1COc2ccccc2O1 (stereo not given)	-1
58	COc1nc(OC)nc(N2CCC(C(=O)NCc3cccc(OC)c3OC)CC2)n1	2
59	CCC(C)NS(=O)(=O)c1ccc2[nH]c(=O)oc2c1 (stereo not given)	-1
60	Cc1ccc(C)c(N(C(=O)Cn2nnc(-c3cccs3)n2)C(C(=O)NC2CCCC2)c2ccncc2)c1 (stereo not given)	0

An excerpt from above in order of the TbREL1 inh value, high to low:
#	canonical_smiles	TbREL1 inh
47	O=C(C1=COCCO1)N(Cc1nnc(-c2ccc(Cl)cc2)o1)C1CC1	4
57	CN(CC(=O)Nc1ccc(F)c(F)c1F)C(=O)C1COc2ccccc2O1 (stereo not given)	-1
16	S=C(NNC(=S)NC1CC2C=CC1C2)NC1CC2C=CC1C2 (stereo not given)	-8

Further entries
No.	molecule	TbREL1 inh
61	O=C(Nc1ccccc1N1CCOCC1)c1cccc(Oc2ccccc2)c1	-3
62	CSCCCNC(=S)Nc1ccc(N2CCOCC2)cc1N1CCOCC1	-6
63	COc1ccc(CN2C(=O)[C@]3(NCCc4c3[nH]c3ccc(OC)cc43)c3cc(F)ccc32)cc1	-3
64	CCCN1CCCCC(NC(=O)c2ccc(C)cc2C)C1=O (stereo not given)	-1
65	COc1ccc(C(=O)NC2CCCc3ccccc32)c(OC)c1OC (stereo not given)	-1
66	O=C(c1ccccc1Cl)N(Cc1ccccc1F)N1C(=O)CCCC1=O	-1
67	O=C(c1csc2ccccc12)N1CCCCCC1	7
68	Nc1nc(Sc2ncccc2[N+](=O)[O-])n[nH]1	3
69	COc1ccc(CCNC(=O)COC(=O)c2ccccc2NCCO)cc1OC	-3
70	O=C1CC(c2ccc(F)c(Br)c2)C2=C(CCCC2=O)N1 (stereo not given)	-1
71	CCN1CCN(S(=O)(=O)c2ccc(Cl)c(C(=O)Nc3cc(Cl)ccc3N3CCOCC3)c2)CC1	-3
72	Cc1ccccc1S(=O)(=O)N1CC(C(=O)O)=CC[C@H]1c1ccc(Cl)cc1	1
73	Cc1ccc(S(=O)(=O)NCCCCCC(=O)NC(C)(C)CO)cc1	-5
74	CCOC(=O)c1sc(Nc2nc3c(OC)cccc3s2)nc1C	-7
75	CCCSC1=C(C#N)C2(CCCCC2)C(C#N)=C(N)N1	-1

Two entries from above, field by field.
21. COc1ccc(C(=O)N(Cc2cccs2)C2CCS(=O)(=O)C2)cc1 (stereo not given)
  TbREL1 inh: -1
34. O=C(CN1CCCCC1)NC(=O)Nc1ccccc1F
  TbREL1 inh: 5

Continuation.
No.	molecule	TbREL1 inh
76	Cc1nn(-c2ccc(F)cc2)c2sc(C(=O)N3CCCCCC3)cc12	5
77	C#CCOC(=O)C[N+](C)(C)CC=C	-1
78	CCCn1c(SCC(=O)Nc2nc3c(s2)CCCC3)nc2c1c(=O)n(C)c(=O)n2C	-2
79	CCOC(=O)c1ccccc1Nc1cc(C)nc2nc(C)nn12	0
80	COc1ccc(C(=O)OCC(=O)NCC2CCCCC2)cc1F	3
81	Fc1ccc(-c2csc3ncnc(N4CCN(c5ccccc5)CC4)c23)cc1	1
82	COC(=O)[C@@]1(C(C)C)N=C(c2cc(OC)c(OC)c(OC)c2)[C@]2(O1)C(=O)N(Cc1ccc(OC)cc1)c1ccc(Br)cc12	0
83	c1ccc2c(C[C@@H]3CNCCN3CC3CCCCC3)cccc2c1	9
84	Cc1ccnc(NC(=O)CCC(=O)N(CC(=O)NCc2ccccc2)Cc2ccc(F)cc2)c1	4
85	C#CCOCCOCCOCCNc1nc(N2CCN(C(=O)[C@H]([C@@H](C)CC)n3cc([C@@H](N)CC(C)C)nn3)CC2)nc(N2CCN(C(=O)[C@H](Cc3ccc(O)cc3)n3cc([C@@H](N)C(C)CC)nn3)CC2)n1 (stereo not given in full)	6
86	C/C(=N/N1CCN(c2ccccn2)CC1)c1ccc([N+](=O)[O-])cc1	-2
87	COc1ccc(CCNC(=O)CCCn2c(SCC#N)nc3ccccc3c2=O)cc1OC	-2
88	CCN(CC)c1nc(-c2ccccc2)ncc1S(=O)(=O)c1ccc(C)cc1	1
89	COc1ccc(C(C(=O)NCC2CCCO2)N(C(=O)CNC(=O)c2ccco2)c2cc(C)cc(C)c2)cc1OC (stereo not given)	-2
90	COC(=O)C1=CN(c2ccc(OC)cc2)C(N)=C(C#N)C1c1ccccc1F (stereo not given)	-6

In another format: results already given
(34) O=C(CN1CCCCC1)NC(=O)Nc1ccccc1F
  TbREL1 inh: 5

(35) CCN(CC(=O)Nc1c(F)cccc1F)C(=O)C1CCN(S(=O)(=O)c2ccc(C)c(C)c2)CC1
  TbREL1 inh: -1

(36) CCN(CC)CCN(Cc1cc2cc(C)ccc2[nH]c1=O)C(=O)Nc1ccccc1OC
  TbREL1 inh: 1

(37) COCCNCC(=O)Nc1ccc(C)c(S(=O)(=O)N2CCCCC2)c1
  TbREL1 inh: 4

(next part)
No.	molecule	TbREL1 inh
91	Cc1nn(C)cc1NC(=O)c1ccc(Br)o1	0
92	Cc1ccc(C(=O)N(NC2=NS(=O)(=O)c3ccccc32)S(=O)(=O)c2ccc(C)cc2)cc1	1
93	Cc1ccc(C(O)c2nc3ccccc3n2C(C)C)cc1 (stereo not given)	1
94	CCOC(=O)c1nc(Nc2ccc(N3CCC(C)CC3)cc2)c2ccccc2n1	-7
95	COc1ccc(CN2C(=O)CN(S(C)(=O)=O)CC2(C)c2nnnn2C2CCCCC2)cc1 (stereo not given)	-3
96	CN(C)CC(NC(=O)c1cccc(S(=O)(=O)Nc2ccc3c(c2)OCO3)c1)c1ccccc1 (stereo not given)	-1
97	Oc1ccccc1C=Nc1ccccc1-c1nc2ccccc2[nH]1	4
98	COCCCC1CCN(C(=O)C2CCC(=O)N(Cc3ccccc3F)C2)CC1 (stereo not given)	0
99	Cc1ccc(-c2csc(NC(=O)CSc3nnc4c(n3)[nH]c3ccccc34)n2)cc1	7
100	CCOc1ccc(-c2cn(CCC#N)cn2)cc1	3
101	Cc1ccc(C)c(CSC2=NN3CCCC(=O)N=C3S2)c1	-1
102	CCOc1ccc2c(c1)/C(=N/N1C(=O)c3ccccc3C1=O)C(=O)N2	-1
103	CC(CCc1ccccc1)NCc1ccncc1 (stereo not given)	3
104	Cc1ccc(NC(=S)N2CCN(S(C)(=O)=O)CC2)cc1Cl	2
105	Cc1cc(N2CCN(C)CC2)nc2ccc(NC(=S)NCCN3CCc4ccccc4C3)cc12	2

Other results follow.
No.	molecule	TbREL1 inh
106	CCOC(=O)CC1CCCCN1C(=O)c1ccc2oc(CCc3ccccc3)nc2c1 (stereo not given)	-3
107	CCCCn1cnc2c(oc3ccccc32)c1=O	3
108	COc1ccc(-c2cc(C(=O)NC(C)C)no2)cc1	2
109	COc1ccc(/C=N/NC(=O)c2ccc(COCC(F)(F)C(F)F)cc2)cc1	0
110	CCOC(=O)c1cc(C#N)c(NCc2ccccc2)nc1C	-3
111	Cc1cc(NN)nc(NS(=O)(=O)c2ccccc2)n1	-4
112	COc1ccccc1-n1cnc(N)c1C(=O)c1ccccc1	1
113	CCOc1ccc(OCc2ccc(C(=O)Nc3cccnc3)cc2)cc1	5
114	O=C(CCCCCn1c(=S)[nH]c2ccccc2c1=O)N1CCOCC1	-4
115	COc1ccc2cc3cc(C(=O)NCCCN4CCOCC4)oc3nc2c1	-3
116	CCOC(=O)[C@]12CCCC=C1N(Cc1ccco1)C(=O)[C@H](CC(=O)NCc1cccc(C(F)(F)F)c1)C2	0
117	COc1ccc(N2CCN(C(=O)NCc3cccc(OC)c3)CC2)cc1	-7
118	CS(=O)(=O)c1ccc(CNC(=O)[C@]2(C(F)(F)F)C[C@H](CCc3ccccc3)CCCO2)cc1	1
119	O=C1CCN(Cc2ccc(Cl)cc2Cl)C(=O)N1	4
120	Cc1ccc(S(=O)(=O)NCC(=O)OCC(=O)N2CC(C)OC(C)C2)cc1 (stereo not given)	1

Next section.
No.	molecule	TbREL1 inh
121	CCn1c2ccccc2c2cc(NC(=O)c3cccc(OC)c3OC)ccc21	-2
122	COCn1ccnc1C(O)(c1ccc(OC)cc1)c1ccc(OC)cc1	8
123	CC1=C(C#N)C(/C=N/OCc2ccc(F)cc2Cl)CC(=O)N1 (stereo not given)	-3
124	CC(C)NC(=S)Nc1c(N)[nH]c(=O)[nH]c1=O	-2
125	COC(=O)[C@H]1C[C@H]1[C@@H](NC(=O)c1cccnc1)c1ccccc1	-2
126	CC1=NN(C(N)=S)C(=O)C1N=Nc1cccc(C)c1 (stereo not given)	7
127	CC(OC(=O)COc1ccc(C#N)cc1)C(=O)Nc1ccc(Cl)cn1 (stereo not given)	4
